Screens from PubChem BioAssay.
PAX8 inh HTS – inhibitors of PAX8-driven TPO luciferase reporter, primary screen, RMG-I cells, single concentration | SteadyGlo, 24 h | inhibition, % at 12.6 µM | 360,000 tested, 1.2% active;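 active = mean replicate inhibition at least 60% with every replicate also reaching 60%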;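 note: luciferase light reporting Pax8 driven TPO promoter activity; plate controls were median of neutral control wells for no effect and mitoxantrone controls for full effect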
PGC1a acetyl inh – inhibitors of PGC1a acetylation signal, primary screen, cell-based, U2OS, AlphaScreen, inhibitor mode. AlphaScreen anti-acetyl-lysine; with virally co-expressed GCN5 acetyltransferase. inhibition, % at 15.6 µM. 350,000 tested, 0.17% active. AID 651687, 2012;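 active = every replicate shows inhibition of at least 40%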;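 note: 0% = neutral control wells and 100% = positive control wells; some results beyond the cut were filed as inactive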
Cneo AK release – Cryptococcus neoformans cell lysis inducers, primary screen, AK release luminescence, single concentration; AID 651654, 2012; C. neoformans lysis, adenylate kinase release luminescence, 4 h; normalised: neutral wells 0, clomiphene wells 100; lysis activity, % at 15 µM; 360,000 tested, 0.2% active;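 active = mean lysis activity across replicates of at least 80%, whatever share of replicates individually reach that level; inactive = mean lysis activity below 80%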
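Material – Cryptococcus neoformans yeast cells · Quantity – 5 × 10^6 yeast cells/mL · Buffer or medium – YPD medium · Compound – single dose · Timing – 4 h static compound exposure, 37 °C, read 1 h post-reagent · Signal – adenylate kinase release luminescence · Read-out basis – lysis from increased AK signal · Benchmarks – Clomiphene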
LGR2 inh – inhibitors of bursicon-induced LGR2 CRE-luciferase signal, primary screen, cell-based, HEK293, CRE-luciferase reporter, bursicon stimulation; inhibition, % at 9.99 µM; Drosophila bursicon receptor LGR2 (rickets); bursicon-stimulated, 4 h; 380,000 tested, 0.35% active;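 active = drop in luminescence signal, shown as inhibition above about 50% in the replicate tests, limit read from the data, passing the limit was not always enough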;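 note: agonist challenge used bursicon conditioned medium at about half maximal strength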
miR122 inh – miR-122 Renilla sensor signal increase in Huh7, primary screen, miR-122 inhibitor project, cell-based, single point, plate reader. Huh7 miR-122 Renilla luciferase sensor, 48 h; neutral wells = 0, positive control = 100. activation (reporter increase), % at 12.5 µM. 340,000 tested, 0.3% active;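 active = mean replicate activation score at least 90 and every replicate individually at or above 90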;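 note: higher luciferase means less miR-122 activity so hits act as miR-122 inhibitors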
EWS-Fli inh – EWS/Fli-driven NR0B1 reporter inhibitors, primary screen, A673 cells, NR0B1 luciferase, luminescence, MLPCN library. inhibition, % at 12.6 µM. viability-normalised. 350,000 tested, 0.67% active. AID 651661, 2012;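 active = mean inhibition of at least 50% after viability correction, with every replicate also passing that limit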;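 note: firefly luciferase signal divided by Alamar Blue viability fluorescence both relative to DMSO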
FN deposition inh – inhibitors of fibronectin matrix deposition, primary screen, AH1F cells, Alexa488-fibronectin fluorescence, plate reader; inhibition, % at 12.6 µM; AID 743247, 2014; AH1F fibroblasts, overnight; 350,000 tested, 0.086% active;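 active = mean inhibition across replicates of 30% or more, regardless of how many single replicates reach that level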;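 note: positive control wells lacked labelled fibronectin entirely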
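Test system: AH1F fibroblast monolayer depositing Alexa488-labelled fibronectin into matrix. Input: 10000 cells per well. Technique: fluorescence, ex 485 nm, em 525 nm. Buffer or medium: DMEM plus 2% serum, read in PBS. Timing: 1 h cell adhesion before compound, then overnight fibronectin incubation. Compound: single dose, pinned. Read-out basis: inhibition from reduced deposited-fibronectin fluorescence.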
CASP6 VEID inh – human caspase-6 inhibitors, primary screen, biochemical, VEID-R110 fluorescence, single point, set 2 | P55212 | purified caspase-6, Z-VEID-R110 cleavage fluorescence | inhibition, % at 12.5 µM | 350,000 tested, 0.53% active;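 active = mean inhibition across replicates at least about 35%, with every replicate also reaching that limit, limit read from the data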;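 note: 0% = median of neutral control wells and 100% = no fluorescence left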
Target sequence (P55212 24-179 limits assumed): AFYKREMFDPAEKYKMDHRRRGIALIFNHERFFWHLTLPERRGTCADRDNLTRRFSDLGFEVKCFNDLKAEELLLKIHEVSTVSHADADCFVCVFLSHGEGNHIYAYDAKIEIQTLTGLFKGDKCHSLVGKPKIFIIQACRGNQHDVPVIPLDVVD
Target sequence (P55212 194-293 limits assumed): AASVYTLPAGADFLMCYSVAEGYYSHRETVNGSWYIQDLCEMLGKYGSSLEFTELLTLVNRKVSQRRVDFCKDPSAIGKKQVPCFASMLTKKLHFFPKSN
The depositor's hits bear a star; . = no result given; & = joins results of further samples; [ ] = remark or other dose.

SMILES	PAX8 inh HTS	PGC1a acetyl inh	Cneo AK release	LGR2 inh	miR122 inh	EWS-Fli inh	FN deposition inh	CASP6 VEID inh
Cc1cccc(C)c1NC(=S)N(Cc1ccco1)C1CCN(C(C)C)CC1	-12.5	-16.4	.	.	.	8.8	1.2	-7.7
COC(=O)c1ccc2c(C)c(C3(O)CCCCC3)[nH]c2c1	-165.8	.	10.6	-45.3	-14.8	-55.5	-12.4	7.0
O=C(O)C1Nc2c(O)cccc2C2C=CCC12 (configuration not stated)	56.5	.	.	-4.9	.	9.9	1.9	92.5*
CCC(=O)Nc1ccc2c(c1)C(=O)N(C)C[C@H](OC)[C@H](C)CN(C(=O)CC)[C@H](C)CO2	.	8.2	-5.0	4.9	.	-5.3	7.1	-5.4
CCOC(=O)N1CCN(C2CCCN(C(=O)c3ccccc3SC)C2)CC1 (configuration not stated)	-3.9	-3.9	-0.1	-13.6	3.1	1.5	3.3	-0.2
NC(=S)NNC(=O)c1ccccc1	.	-27.8	4.2	1.6	-6.4	.	.	.
Cc1cccc(NC(=S)NNC(=O)c2csc(C(C)C)c2)c1	-177.7	8.2	3.7	.	-4.5	.	-3.7	.
Cc1cc(C)c(S(=O)(=O)N2CCN(c3ccc([N+](=O)[O-])c(NCc4ccco4)c3)CC2)c(C)c1	.	1.8	-1.2	5.5	.	7.5	.	.
Cc1cc(N2CCCCC2)nc(SCc2ccc(C#N)cc2)n1	11.0	-43.6	2.4	.	5.2	.	-1.7	.
CCOc1ccc(OCCCC(=O)NCCc2ccc(OC)cc2)cc1	-3.2	.	-0.1	-11.6	1.9	5.3	1.1	3.6
C[C@@H]1CN([C@H](C)CO)C(=O)c2cc(NS(=O)(=O)c3ccccc3)ccc2O[C@H]1CN(C)Cc1ccc(C(=O)O)cc1	.	7.1	1.3	18.9	-0.9[16.7 µM]	-6.9	.	-1.6
Cc1c(NC(=S)NC(=O)c2ccc(Cl)cc2)c(=O)n(-c2ccccc2)n1C	-5.9	33.8	0.6	-0.2	.	2.6	-3.6	1.2
CCCc1cc(=O)[nH]c2nnc(SCC(=O)Nc3cc(C)on3)n12	-6.0	.	2.9	-22.9	.	1.0	4.2	0.0
COc1ccc(OCc2cc(C(=O)NCc3cccc(C)n3)no2)c(Cl)c1	-76.0	2.3	-3.8	-11.5	-3.0	-38.0	-3.6	4.7
CC1(C(=O)NCc2ccc(C(F)(F)F)cc2)CCN1C1Cc2ccccc2C1 (configuration not stated)	27.5	-2.9	0.9	13.4	6.2	14.4	-4.0	0.7
Cc1cc(C)cc(NC(=O)CSc2nc3nc(C)cc(C)c3c(=O)[nH]2)c1	10.5	-3.5	1.5	-6.2	-3.2	0.1	-9.9	-2.7
O=C(O)c1ccccc1NC(=S)NC(=O)c1sc2ccccc2c1Cl	-31.1	.	-3.2	1.3	.	-10.3	7.6	3.8
O=C(NCCN1CCN(c2ccccc2F)CC1)C1CC(=O)N(C2CCCC2)C1 (configuration not stated)	.	-4.1	-1.0	0.2	32.3	-0.7	.	1.9
CCOc1ccc(NC(=O)N(CCCN2CCOCC2)Cc2cccnc2)cc1	-3.1	7.6	0.3	-6.4	-0.4	0.0	0.7	-6.3
CC1CCCCC1NC(=O)CSc1nnc(N)s1 (configuration not stated)	6.6	2.1	-2.7	.	3.9	.	3.6	.
Cc1ccc2c(Cl)c(Cc3ccccc3)c(=S)[nH]c2n1	9.6	.	0.7	-4.4	-7.5	9.4	-8.2	-2.1
COc1cc(C(=O)N(Cc2ccccn2)CC2CCCO2)cc(OC)c1OC (configuration not stated)	.	4.2	0.2	-0.1	-7.8	10.3	.	-2.7
O=C1CCCC2=C1C(c1ccc(O)c(O)c1)Nc1ccc3ncccc3c12 (configuration not stated)	-0.2	0.5	-1.1	7.5	.	1.5	8.2	30.5
CCN1C(=O)CCN(C2CCCC2)c2nc(Nc3ccc(C(=O)NC4CCN(C)CC4)cc3OC)ncc21	-106.2	.	-2.0	-0.9	6.2	61.9*	17.6	-9.7
O=C(Cc1ccc(NC(=O)C2CCCN(C(=O)C3CCC3)C2)cc1)Nc1cccc(C(=O)N2CCCC2)c1 (configuration not stated)	-9.7	38.7	-2.0	-16.6	-6.9	10.7	10.9	-2.8

Molecules from the list above that have a thiophene ring, fused or not (2):
SMILES	PAX8 inh HTS	PGC1a acetyl inh	Cneo AK release	LGR2 inh	miR122 inh	EWS-Fli inh	FN deposition inh	CASP6 VEID inh
Cc1cccc(NC(=S)NNC(=O)c2csc(C(C)C)c2)c1	-177.7	8.2	3.7	.	-4.5	.	-3.7	.
O=C(O)c1ccccc1NC(=S)NC(=O)c1sc2ccccc2c1Cl	-31.1	.	-3.2	1.3	.	-10.3	7.6	3.8

The listing picks up, repeating the 2 entries before the break.
SMILES	PAX8 inh HTS	PGC1a acetyl inh	Cneo AK release	LGR2 inh	miR122 inh	EWS-Fli inh	FN deposition inh	CASP6 VEID inh
CCN1C(=O)CCN(C2CCCC2)c2nc(Nc3ccc(C(=O)NC4CCN(C)CC4)cc3OC)ncc21	-106.2	.	-2.0	-0.9	6.2	61.9*	17.6	-9.7
O=C(Cc1ccc(NC(=O)C2CCCN(C(=O)C3CCC3)C2)cc1)Nc1cccc(C(=O)N2CCCC2)c1 (configuration not stated)	-9.7	38.7	-2.0	-16.6	-6.9	10.7	10.9	-2.8
CCOC(=O)c1cnn(Cc2ccccc2Cl)c1N	-3.0	.	9.3	.	-3.6	.	-1.7	.
C[C@@H]1CCCCO[C@H](CN(C)Cc2ccccc2)[C@H](C)CN([C@@H](C)CO)C(=O)c2cc(NC(=O)CCCN(C)C)ccc2O1	-6.4	1.3	.	-3.6	0.7[16.7 µM]	0.6	-5.7	.
COC(=O)CCCC(=O)NC1CCCc2c1cnn2-c1ccc(F)cc1F (configuration not stated)	3.0	1.2	-1.3	7.5	-2.4	0.1	2.0	-0.3
COc1cccc(C(=O)N2C[C@H]3[C@@H](c4ccccc42)[C@@H](CO)N3C(=O)c2ccccc2)c1	12.4	-2.4	-1.6	14.9	70.0[16.7 µM]	-9.4	.	0.7
CCCN1[C@@H]2c3ccc(-c4ccccc4)c(=O)n3C[C@@H]2[C@@H](CO)[C@@H]1C(=O)N(C)C	.	0.7	.	-8.6	.	-7.3	.	-0.5
CCOc1cc(OCC)cc(C(=O)N2CCC[C@H]2C(=O)N2CCC[C@H]2C(=O)N[C@@H](C)c2ccccc2)c1	24.5	.	.	-8.7	.	2.9	4.2	-4.5
C[C@H]1CN([C@@H](C)CO)S(=O)(=O)c2ccc(Br)cc2O[C@H]1CN(C)C(=O)CN(C)C	6.8	-11.6&1.4&-3.4	-0.8&-4.2&0.0	8.7&-1.2	-1.5[16.7 µM]	-1.8&-2.3&-3.4	5.7&6.2	-7.2&-4.1&-0.8
Cc1noc(C)c1NC(=O)N(C)C[C@@H]1Oc2ccc(NC(=O)Cc3cn(C)c4ccccc34)cc2CC(=O)N([C@@H](C)CO)C[C@H]1C	-7.7	3.5	7.9	17.6	8.9[16.7 µM]	-4.4	8.2	-1.4
N#CC(c1nc2ccccc2nc1OCCO)S(=O)(=O)c1ccccc1 (configuration not stated)	11.7	-4.7	-0.6	-10.5	-1.1	1.3	-12.0	-3.0
CCc1nc2ccc(C(=O)Nc3ccc(NC(C)=O)cc3)cn2c1N(C)CCC(C)C	20.2	0.5	-2.1	31.6	-5.9	-2.4	-15.1	0.4
CC(OC(=O)CCc1nc2ccccc2c(=O)[nH]1)C(=O)Nc1cccc(C(F)(F)F)c1 (configuration not stated)	.	1.2	0.3	-8.9	-5.8	-13.6	-4.5	0.9
O=C(CCC(=O)N1CCN(c2ccc(F)cc2)CC1)N1CCN(c2ccc(F)cc2)CC1	17.7	2.3	0.6	12.1	-7.8	8.9	-11.9	-3.1
COc1ccc(CN(C)C[C@H]2Oc3ccc(NS(=O)(=O)c4ccc(C)cc4)cc3CC(=O)N([C@@H](C)CO)C[C@@H]2C)cc1	8.4	-9.1	2.1	-8.0	-9.9[16.7 µM]	9.9	.	7.8
COc1ccccc1C1NC(=O)CCC1[N+](=O)[O-] (configuration not stated)	-1.4	0.0	-0.8	11.7	-7.4	8.7	9.0	-1.7
O=C(NNC1CC(=O)N(c2ccc(Br)cc2)C1=O)c1cccs1 (configuration not stated)	-9.0	-28.8	0.6	-22.8	0.6	1.3	5.7	4.5
O=c1c(Cc2ccccc2)c(O)ccn1CCc1cnc[nH]1	-0.2	-2.0	7.0	29.2	-8.1	3.2	.	-1.3
CCCN(C)C[C@@H]1Oc2cc(-c3ccccc3)ccc2S(=O)(=O)N([C@@H](C)CO)C[C@@H]1C	.	-12.0	6.9	-1.2	-0.5[16.7 µM]	-5.6	7.9	-3.0
NCC[C@@H]1CC[C@H](NC(=O)C2CC2)[C@@H](CO)O1	9.6	-6.0	.	-5.2	.	4.2	-6.8	-2.4
COc1ccc(NC(=O)CCSc2ccc(C)cc2)cc1S(=O)(=O)Nc1ccccc1Cl	0.5	.	.	7.1	.	17.9	-5.0	0.6
CCNc1nc(NCC)n2c(SCC(=O)Nc3ccccc3F)nnc2n1	4.1	1.2	-1.2	-18.1	-12.9	-4.8	4.7	5.4
O=C(Nc1ccc(C2CC2(Cl)Cl)cc1)c1ccccc1Br (configuration not stated)	45.5	.	.	-41.2	.	-78.0	3.1	-0.3
Cc1nc(S(=O)(=O)N2CCOCC2)c(C#N)c(C)c1Cl	.	7.1	-0.3	16.3	-9.6	.	.	.
O=C(Nc1ccccc1C(=O)N/N=C/c1ccc(F)cc1)c1ccccc1Br	.	8.0	-1.1	-20.6	2.4	.	.	.
Cc1c(C(=O)N2CCCCC2)c(S(=O)(=O)NCCc2ccc(S(N)(=O)=O)cc2)c(C)n1C	-2.8	4.4	-0.4	1.3	-9.2	-3.0	-16.5	-4.4
Cc1cc(=O)[nH]c(/N=C(\N)Nc2ccc(Oc3ccccc3)cc2)n1	2.9	-2.8	-5.8	-2.4	19.6	-1.8	.	-1.2
SMILES	PAX8 inh HTS	PGC1a acetyl inh	Cneo AK release	LGR2 inh	miR122 inh	EWS-Fli inh	FN deposition inh	CASP6 VEID inh
CCN(CC(=O)NCc1cccs1)C(=O)c1ccc(Cl)c(Cl)c1	3.0	-2.9	-0.5	-9.7	-4.9	4.2	-3.2	1.7
C[C@@H]1CN([C@H](C)CO)C(=O)c2cccc(NS(=O)(=O)c3ccc(F)cc3)c2O[C@H]1CN(C)Cc1ccc(Oc2ccccc2)cc1	16.4	8.5	.	10.8	3.5[16.7 µM]	8.3	.	.
Cc1ccc(S(=O)(=O)N(C)c2ccc3ccccc3c2)cc1	-9.0	-15.7	-2.8	.	-5.4	2.2	-0.8	-1.0
CN(Cc1cnccn1)C(=O)CC1C(=O)NCCN1Cc1cccc(F)c1 (configuration not stated)	7.1	0.8	-0.3	-5.9	-4.3	.	.	-1.2
C=CCN(C(=O)c1csnn1)C(C(=O)NC1CCCC1)c1cccs1 (configuration not stated)	8.1	.	-1.3	-0.1	.	-6.5	-7.6	-0.4
CO[C@@H]1CN(C)C(=O)c2cc(NC(=O)C3CC3)ccc2OC[C@@H](C)N(C(=O)Cc2ccccn2)C[C@@H]1C	-0.5	-7.5	2.2	-0.4	.	-5.2	-14.5	-0.2
C=CCn1c(=O)c2c(nc(-c3ccc(S(=O)(=O)O)cc3)n2C)n(C)c1=O	-4.3	.	-0.9	1.9	-0.6	-7.5	-1.1	3.4
